Assay outcomes (PubChem)
ELG1 genotox: genotoxicity induction in ELG1-luciferase HEK293T cells | HEK293T ELG1-luciferase reporter, luminescence, 16 h | Potency, µM (highest dose often 46 µM), inactives show top-dose activity change, positive = activation, usual class: activators | actives 1.3% (n = 330,000); also: potency is read from the fitted curve at half-maximal effect; % of control where 0% means no effect; nearly all actives have a fitted effect of over 60% in size
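Cells (2,000/well) expressing the ELG1-luciferase fusion are dosed by pin tool and kept 16 hr at 37 °C, 5% CO2. Signal comes from ONE-Glo luciferase reagent after 30 min at room temperature.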
KCNH2 3.1 inh: inhibitors of human KCNH2 3.1 potassium channel isoform; U2OS KCNH2 3.1, thallium flux FluxOr; hits give low values; activity change, % (tested at about 1.8 µM); actives 0.95% (n = 340,000);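 active = maximum activity change below -70%; inconclusive = maximum activity change from -70% to -50%; inactive = maximum activity change above -50%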;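 also: thallium influx rate constant from kinetic fluorescence after stimulation buffer; % is scaled to controls: 0 for no effect and ±100 for the full control effect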
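Normalized rate constant (relative to positive and negative DMSO controls) derived from a 2 min kinetic fluorescence read after stimulation; U2OS cells expressing the 3.1 isoform via virus at 1.77 x 10^8 /mL.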
Gal4-VP16 FLuc: Gal4-VP16 reporter inhibition counter-screen; actives 3.5% (n = 310,000); Drosophila S2 Gal4-VP16 UAS-luciferase, luminescence, 20 h; Potency, µM (highest dose often 53.6 µM), for inactives: at the top dose activity, negative = inhibition, most hits filed as inhibitors;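 also: Gal4-VP16 expression switched on by copper sulfate through the metallothionein promoter; potency is read from the fitted curve at half-maximal effect; % is scaled to controls: 0 for no effect and ±100 for the full control effect; nearly all actives have a fitted effect of over 50% in size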
RORg inh: blocks mouse ROR gamma transcriptional activity. P51450. Drosophila S2 Gal4-RORgamma UAS-luciferase reporter, 20 h. Potency, µM (doses to about 53.6 µM), for the others: at the top dose activity change, negative = inhibition, actives largely listed as inhibitors. actives 5.4% (n = 310,000); also: potency is read from the fitted curve at half-maximal effect; % is scaled to controls: 0 for no effect and ±100 for the full control effect; nearly all actives have a fitted effect of over 60% in size
Target sequence (P51450 whole entry, looked up, the tested form may be a part): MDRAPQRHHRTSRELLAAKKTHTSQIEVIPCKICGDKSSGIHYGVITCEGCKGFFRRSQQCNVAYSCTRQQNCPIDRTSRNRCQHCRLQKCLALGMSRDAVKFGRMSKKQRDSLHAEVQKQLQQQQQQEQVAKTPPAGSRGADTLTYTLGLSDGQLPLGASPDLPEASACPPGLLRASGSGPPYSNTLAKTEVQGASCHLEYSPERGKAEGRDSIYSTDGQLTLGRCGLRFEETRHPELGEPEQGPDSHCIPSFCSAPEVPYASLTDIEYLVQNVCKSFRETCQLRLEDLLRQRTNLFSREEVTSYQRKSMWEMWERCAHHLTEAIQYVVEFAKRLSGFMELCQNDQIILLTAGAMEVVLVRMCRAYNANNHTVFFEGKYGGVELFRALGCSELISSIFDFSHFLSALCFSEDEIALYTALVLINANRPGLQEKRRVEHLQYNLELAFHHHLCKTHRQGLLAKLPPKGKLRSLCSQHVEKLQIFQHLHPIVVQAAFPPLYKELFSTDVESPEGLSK
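Drosophila Schneider cells stably carrying a metallothionein-driven Gal4 DBD–ROR gamma fusion and a UAS-Photinus luciferase reporter were exposed to compound for 1 hr, then induced with copper sulfate (700 uM final) for 20 hr at ambient temperature before luminescence reading.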
FBPA coupling cs: coupling enzyme interference in Giardia aldolase counter-screen | actives 0.67% (n = 290,000) | activity change, negative = inhibition, % at 58.2 µM, hits read low | coupling enzyme system counterscreen, AmpLite Red fluorescence; in the data active = activity change below about -30%; also: % is scaled to controls: 0 for no effect and ±100 for the full control effect
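Counterscreen of the coupled detection system alone, without aldolase: glyceraldehyde-3-phosphate coupling enzymes plus AmpLite Red readout. Compounds at 57.5 uM final, 10 min RT preincubation, 20 min RT reaction, fluorescence 525/598 nm.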
Tb PFK inh: blocks T. brucei phosphofructokinase; O15648; actives 0.17% (n = 330,000); T. brucei PFK, ADP-Glo luminescence; Potency, µM (top dose mostly 57.5 µM), for inactives: at the top dose activity, negative = inhibition, usual class: inhibitors;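 also: potency is read from the fitted curve at half-maximal effect; 0% = uninhibited 1x PFK enzyme wells and -100% = no-enzyme wells; nearly all actives have a fitted effect of over 60% in size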
Target sequence (O15648 whole entry, looked up): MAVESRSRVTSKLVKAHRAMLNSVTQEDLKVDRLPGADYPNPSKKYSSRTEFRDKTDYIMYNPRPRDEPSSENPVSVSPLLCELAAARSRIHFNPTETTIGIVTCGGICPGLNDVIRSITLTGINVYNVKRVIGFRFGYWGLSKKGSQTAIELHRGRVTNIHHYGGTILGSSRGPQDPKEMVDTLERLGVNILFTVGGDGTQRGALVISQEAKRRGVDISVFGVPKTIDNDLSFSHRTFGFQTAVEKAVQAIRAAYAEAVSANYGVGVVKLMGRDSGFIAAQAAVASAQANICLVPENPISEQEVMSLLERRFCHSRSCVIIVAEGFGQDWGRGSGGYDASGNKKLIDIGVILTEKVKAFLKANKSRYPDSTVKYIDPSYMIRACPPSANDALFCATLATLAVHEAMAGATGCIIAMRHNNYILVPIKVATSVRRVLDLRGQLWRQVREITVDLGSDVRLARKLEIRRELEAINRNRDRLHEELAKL
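ADP-Glo luminescence quantified ADP after 45 min at room temperature, with 1.25 nM T. brucei PFK, 0.1 mM ATP and 0.5 mM fructose-6-phosphate in pH 8.0 TEA buffer. qHTS titrations up to 57 µM; curves classified by quality.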
NPC1 promoter act: activates the NPC1 promoter; Potency, µM (doses to about 9.22 µM), without a hit: at the top dose activation, usual class: activators; actives 2.4% (n = 320,000); Huh7 NPC1 promoter luciferase reporter, 24 h;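 also: potency is read from the fitted curve at half-maximal effect; % of control where 0% means no effect; nearly all actives have a fitted effect of over 60% in size; reporter is driven by a mutant NPC1 promoter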
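Cells: Huh7 expressing luciferase under the NPC1 promoter, 1500/well. Seeded 2 h, compound added, incubated 24 h at 37 °C. Luciferase reagent, 10 min ambient, then luminescence.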
Rab9 prom act: Rab9 promoter activation | Huh7 Rab9 promoter-luciferase reporter, luminescence, 24 h | Potency, µM (titrated, usually from 9.22 µM), for inactives: top-dose activation, negative = inhibition, usual class: activators | actives 2.8% (n = 320,000); also: potency is read from the fitted curve at half-maximal effect; % of control where 0% means no effect; nearly all actives have a fitted effect of over 60% in size
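Rab9 promoter-driven luciferase in stably transfected Huh7 cells; 1500 cells/well rested 2 h, exposed to compound in DMSO for 24 h at 37 °C, 5% CO2. Luminescence read 10 min after adding luciferase reagent at ambient temperature.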
uPA generation: inhibitors of cell surface uPA generation | actives 0.31% (n = 330,000) | cell surface uPA generation assay, qHTS | Potency, µM (doses to about 38.3 µM), inactives show at the top dose activity change, negative = inhibition, actives largely listed as inhibitors; active = well fitted inhibition curve with a large enough effect; inconclusive = small, poorly fitted or top-dose-only effect; inactive = no such curve, though single readings can be large or run the other way; tested in mouse RAW 264.7 cells; also: potency is read from the fitted curve at half-maximal effect; % is scaled to controls: 0 for no effect and ±100 for the full control effect; nearly all actives have a fitted effect of over 55% in size
Giardia kill: kills Giardia lamblia; Giardia lamblia trophozoite viability; AID 540267; actives 0.15% (n = 340,000); activity change, % at 7.66 µM, hits read low; in the data active = activity change below about -80%; inconclusive = between about -30% and that limit;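 also: parasites exposed to compound for two days anaerobically before the ATP read; % is scaled to controls: 0 for no effect and ±100 for the full control effect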
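Trophozoite viability was measured as ATP-dependent luminescence, read 15-30 min after reagent addition. Before that, parasites at 100 cells/well were exposed to compounds for 48 h, anaerobically, at 37 deg C.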
FLuc counter: inhibits or activates purified firefly luciferase, miR-21 counter-screen; purified FLuc, Km substrates, luminescence inhibition; Potency, µM (highest dose often 57.5 µM), inactives show top-dose activity change, negative = inhibition, actives largely listed as inhibitors; actives 6.9% (n = 360,000);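 also: potency is read from the fitted curve at half-maximal effect; plate controls were vehicle for no effect and reference inhibitor for full effect; nearly all actives have a fitted effect of over 55% in size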
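Biochemical qHTS of compounds, final roughly 60 µM downward over six points, against 10 nM purified firefly luciferase using Km concentrations of substrates (10 uM D-luciferin, 10 uM ATP) in Tris acetate pH 7.5 buffer; luminescence output.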
Active calls of the source: *. Unless noted, calls follow the shape of the dose curve; as a rule, active = well fitted curve in the direction sought with a large enough effect; inconclusive = small, poorly fitted or top-dose-only effect, or another doubt; inactive = no such curve, though single readings can be large; an effect the other way counts as inactive or inconclusive.

Screening O=S(=O)(O/N=C1\CCCc2ccccc21)c1ccccc1 returned ELG1 genotox -1%, KCNH2 3.1 inh 1, Gal4-VP16 FLuc -1%, RORg inh inconclusive, FBPA coupling cs 1, Tb PFK inh 1%, NPC1 promoter act -4%, Rab9 prom act -3%, uPA generation -2%, Giardia kill 25 and FLuc counter -8%.
CCOC(=O)C(C)NC(=O)Cn1ncc2c(=O)oc3ccc(C)cc3c21 (stereo not given) was read as ELG1 genotox 1%, KCNH2 3.1 inh -8, Gal4-VP16 FLuc -1%, RORg inh -28%, FBPA coupling cs 3, Tb PFK inh -3%, NPC1 promoter act -3%, Rab9 prom act -1%, uPA generation 3%, Giardia kill -25 and FLuc counter -3%.
`CC(=O)Nc1ccc(N2C(=O)CSC2c2ccc([N+](=O)[O-])cc2)cc1` (stereo not given) gave ELG1 genotox -6%, KCNH2 3.1 inh -11, Gal4-VP16 FLuc 16%, RORg inh 12%, FBPA coupling cs 0, Tb PFK inh 2%, NPC1 promoter act -2%, Rab9 prom act -2%, uPA generation 8%, Giardia kill 17 and FLuc counter 1%.
For CC(C)OC(=O)c1c(NS(=O)(=O)c2ccccc2)sc2c1CCCC2 the results were ELG1 genotox -1%, KCNH2 3.1 inh 23, Gal4-VP16 FLuc -10%, RORg inh -51%, FBPA coupling cs 6, Tb PFK inh -5%, NPC1 promoter act -3%, Rab9 prom act -7%, uPA generation 0%, Giardia kill 2 and FLuc counter -3%.
CN(C)S(=O)(=O)c1cccc(-c2csc(N/N=C/c3ccco3)n2)c1 was read as ELG1 genotox 2%, KCNH2 3.1 inh -3, Gal4-VP16 FLuc inconclusive, RORg inh -4%, FBPA coupling cs -2, Tb PFK inh -5%, NPC1 promoter act 10%, Rab9 prom act 25%, uPA generation 10%, Giardia kill 12 and FLuc counter inconclusive.
For CCOc1ccc(CN2CCN(CCCn3cccn3)CC2CCO)cc1 (stereo not given) the results were ELG1 genotox 2%, KCNH2 3.1 inh -5, Gal4-VP16 FLuc -14%, RORg inh 1%, FBPA coupling cs 0, Tb PFK inh 1%, NPC1 promoter act -9%, Rab9 prom act -14%, uPA generation 7%, Giardia kill inconclusive and FLuc counter -1%.
For CCCOc1ccc(C2C(=O)N(C3CCCCC3)CC(=O)N2CCC)cc1OC (stereo not given) the results were ELG1 genotox 2%, KCNH2 3.1 inh 5, Gal4-VP16 FLuc 0%, RORg inh 6%, FBPA coupling cs -1, Tb PFK inh 2%, NPC1 promoter act 0%, Rab9 prom act 2%, Giardia kill 6 and FLuc counter -1%.
Screening CCOC(=O)C1=C(COC(=O)c2ccccc2OC(F)F)NC(=O)NC1C (stereo not given) returned ELG1 genotox 19%, KCNH2 3.1 inh -16, Tb PFK inh 1%, NPC1 promoter act 3%, Rab9 prom act -2%, uPA generation inconclusive, Giardia kill -8 and FLuc counter 0%.
Screening CC(=O)[C@H]1CCC2C3CC=C4C[C@@H](O)CC[C@]4(C)C3CC[C@@]21C (stereo not given in full) returned ELG1 genotox -6%, KCNH2 3.1 inh 11, Tb PFK inh 2%, uPA generation 3% and Giardia kill 24.
Cc1ccc(CC2S/C(=C(/C#N)C(=O)N3CCOCC3)N(c3ccccc3)C2=O)cc1 (stereo not given) was read as ELG1 genotox -4%, KCNH2 3.1 inh -10, Gal4-VP16 FLuc -4%, RORg inh 8%, FBPA coupling cs 2, Tb PFK inh 0%, NPC1 promoter act -2%, Rab9 prom act -8%, uPA generation -8%, Giardia kill -8 and FLuc counter -11%.
`COc1cccc(/C=N/NC(=O)CCCC(=O)NC2CCCCC2)c1` gave ELG1 genotox 0%, KCNH2 3.1 inh 3, Gal4-VP16 FLuc -6%, RORg inh 6%, FBPA coupling cs -4, Tb PFK inh 2%, NPC1 promoter act -9%, Rab9 prom act 2%, uPA generation -6%, Giardia kill -7 and FLuc counter -2%.
Screening N#CCCN1CCN(S(=O)(=O)c2ccc(S(=O)(=O)NC3CC3)cc2)CC1 returned ELG1 genotox -3%, KCNH2 3.1 inh -13, Gal4-VP16 FLuc 1%, RORg inh -6%, FBPA coupling cs 2, Tb PFK inh -8%, NPC1 promoter act -1%, Rab9 prom act -5%, uPA generation -4%, Giardia kill 29 and FLuc counter 0%.
COCCNC(=O)C(c1cccc(OC)c1)N(Cc1cccs1)C(=O)Cn1nnc2ccccc21 (stereo not given) was read as ELG1 genotox -1%, KCNH2 3.1 inh 9, Gal4-VP16 FLuc 1%, RORg inh 16%, FBPA coupling cs -1, Tb PFK inh -2%, NPC1 promoter act -2%, Rab9 prom act 0%, uPA generation -4%, Giardia kill -1 and FLuc counter 1%.
Screening O=C(O)c1cnn(-c2nc(-c3ccc(Br)cc3)cs2)c1C(F)(F)F returned ELG1 genotox inconclusive, KCNH2 3.1 inh 1, Gal4-VP16 FLuc inconclusive, RORg inh 2%, FBPA coupling cs 3, Tb PFK inh 2%, NPC1 promoter act inconclusive, Rab9 prom act inconclusive, uPA generation 15%, Giardia kill -5 and FLuc counter inconclusive.
`COc1ccc(C2(c3ccc(OC)cc3)NC(=O)N(CC(=O)Nc3cc(C)on3)C2=O)cc1` gave ELG1 genotox -2%, KCNH2 3.1 inh 8, Tb PFK inh 4%, uPA generation -1% and Giardia kill 15.
`COc1ccc(CCNc2ncnc3c2nnn3Cc2ccccc2)cc1OC` gave ELG1 genotox -14%, KCNH2 3.1 inh -1, Gal4-VP16 FLuc -12%, RORg inh 8%, FBPA coupling cs 1, Tb PFK inh -4%, NPC1 promoter act -4%, Rab9 prom act 0%, uPA generation 6%, Giardia kill 16 and FLuc counter 0%.
CCc1ccc(C(O)(c2ccccc2OC)C(CN2CCOCC2)c2ccccc2)cc1 (stereo not given) was read as ELG1 genotox -13%, KCNH2 3.1 inh -3, Gal4-VP16 FLuc -5%, RORg inh 12%, FBPA coupling cs -3, Tb PFK inh -3%, NPC1 promoter act -1%, Rab9 prom act 3%, uPA generation 4%, Giardia kill 11 and FLuc counter -7%.
For Cc1ccc(/C=C/C(=O)N2CCc3ccccc32)o1 the results were ELG1 genotox 8.2µM*, KCNH2 3.1 inh -16, Gal4-VP16 FLuc inconclusive, RORg inh -20%, FBPA coupling cs -3, Tb PFK inh inconclusive, NPC1 promoter act 2.8µM*, Rab9 prom act 2.5µM*, uPA generation -22%, Giardia kill -3 and FLuc counter 1.9µM*.
`COc1ccc(-c2cc(=O)oc3c(C)c(OCC(=O)N[C@@H](Cc4ccc(O)cc4)C(=O)O)ccc23)cc1` gave ELG1 genotox 0%, KCNH2 3.1 inh -3, Gal4-VP16 FLuc -6%, RORg inh 17%, FBPA coupling cs 7, Tb PFK inh 4%, NPC1 promoter act -2%, Rab9 prom act -6%, uPA generation -5%, Giardia kill 9 and FLuc counter inconclusive.
`N#Cc1c(N)nc2c(c1-c1ccc(Br)s1)CCCC2` gave ELG1 genotox -3%, KCNH2 3.1 inh 16, Gal4-VP16 FLuc -4%, RORg inh -4%, FBPA coupling cs -1, Tb PFK inh -7%, NPC1 promoter act -1%, Rab9 prom act -1%, uPA generation -1%, Giardia kill 9 and FLuc counter 0%.
CN1CC(=O)N/C1=N/C(=O)Nc1cccc(Cl)c1 was read as Gal4-VP16 FLuc -19%, RORg inh inconclusive, FBPA coupling cs 0, NPC1 promoter act inconclusive and Rab9 prom act inconclusive.
COc1cc(NC(=O)c2cc3ccccc3cc2OC)ccc1NC(=O)c1cccs1 was read as ELG1 genotox -16%, KCNH2 3.1 inh 2, Gal4-VP16 FLuc -12%, RORg inh 0%, Tb PFK inh 2%, NPC1 promoter act -7%, Rab9 prom act -1%, uPA generation 3%, Giardia kill 18 and FLuc counter 0%.
COc1cc(C)c(CN2CCC(Cc3ccccc3)CC2)cc1C was read as ELG1 genotox -9%, KCNH2 3.1 inh -28, Gal4-VP16 FLuc 0%, RORg inh -14%, FBPA coupling cs 0, Tb PFK inh 2%, NPC1 promoter act 0%, Rab9 prom act -6%, uPA generation 1%, Giardia kill -19 and FLuc counter 1%.
For CCCn1c(=O)c2c(nc3n2CCCN3CCc2ccc(OC)c(OC)c2)n(C)c1=O the results were ELG1 genotox -8%, KCNH2 3.1 inh -1, Gal4-VP16 FLuc 7%, RORg inh 19%, FBPA coupling cs 1, Tb PFK inh 14%, NPC1 promoter act 0%, Rab9 prom act -7%, uPA generation 14%, Giardia kill 15 and FLuc counter -2%.
O=C(Nc1ccc(F)cc1)C1CC(=O)n2ncnc2N1 (stereo not given) was read as ELG1 genotox 2%, KCNH2 3.1 inh 22, Gal4-VP16 FLuc -2%, RORg inh 18%, FBPA coupling cs 0, Tb PFK inh -1%, NPC1 promoter act -4%, Rab9 prom act -2%, uPA generation -1%, Giardia kill -17 and FLuc counter -1%.
Screening CCc1c(C)nc(SCC(=O)N2CCN(c3ccccc3)CC2)[nH]c1=O returned ELG1 genotox 3%, Gal4-VP16 FLuc -9%, RORg inh -13%, FBPA coupling cs 1, Tb PFK inh 0%, NPC1 promoter act -4%, Rab9 prom act -6%, uPA generation -1%, Giardia kill -8 and FLuc counter inconclusive.
